697 NFkB inh = inhibitors of the PMA/ionomycin-induced NF-kB reporter in 697 B cells; 697 B-cell NF-kB luciferase reporter, 16 h; inhibition, % at 4 µM; hit rate 0.33% among 330,000; AID 435022; in the data active means inhibition above about 35%
CXCR6 inh = inhibitors of human CXCR6 receptor; O00574; CHO-K1 PathHunter CXCR6 beta-arrestin, luminescence; inhibition, % at 20 µM; hit rate 0.36% among 360,000; AID 602244; in the data active means inhibition above about 34%, passing the limit was not always enough;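 further: antagonist mode with CXCL16 agonist at 10 nM final; 0% = 10 nM CXCL16 with DMSO and 100% = unstimulated wells without agonist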
Target sequence (O00574 whole entry, looked up): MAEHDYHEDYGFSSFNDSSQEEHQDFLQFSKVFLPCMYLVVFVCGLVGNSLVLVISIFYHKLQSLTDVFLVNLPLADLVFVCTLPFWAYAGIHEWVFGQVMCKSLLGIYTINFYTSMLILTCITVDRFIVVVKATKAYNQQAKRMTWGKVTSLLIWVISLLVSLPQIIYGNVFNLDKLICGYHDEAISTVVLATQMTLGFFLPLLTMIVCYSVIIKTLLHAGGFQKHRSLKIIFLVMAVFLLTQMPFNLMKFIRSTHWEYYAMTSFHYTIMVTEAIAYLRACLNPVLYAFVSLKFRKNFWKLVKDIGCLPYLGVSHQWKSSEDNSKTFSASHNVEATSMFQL
UPR CHOP act = apoptotic UPR (CHOP) activation | activation, % at 10 µM | hit rate 0.34% among 330,000 | CHO-CHOP luciferase reporter, luminescence; percent of tunicamycin response over DMSO baseline;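 active means at 10 µM dose, activation of 40% or more, normalized to positive control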;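 further: 100% = tunicamycin at 10 µg/mL and 0% = DMSO alone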
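Test system: CHO-CHOP cells, stable luciferase reporter of PERK-eIF2a-CHOP signalling | Quantity: 500 CHO-CHOP cells per well | Buffer or medium: F12 plus 10% serum | Compound dosing: 10 µM single point, 0.5% DMSO | Schedule: 6 h compound treatment, 37 °C | Signal: Luciferase luminescence | Control set: Tunicamycin high control, DMSO low control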
Mdm2 MdmX PPI = inhibitors of human Mdm2/MdmX interaction; O15151+Q00987; SaOS-2 split-luciferase Mdm2/MdmX complementation, luminescence; inhibition, % at 8 µM; hit rate 3% among 330,000;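 active means inhibition of at least 50% at 8 µM in the primary screen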
CCR6 antag = antagonists of human CCR6 receptor. CHO-K1 CCR6 PathHunter beta-arrestin, luminescence, CCL20-stimulated. hit rate 0.49% among 340,000. P51684. inhibition, % at 20 µM;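 active means compounds whose inhibition of the agonist-driven luminescence signal at 20 µM reaches about 50%, limit read from the data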;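 further: cells stimulated with CCL20 at 14 nM final; plate controls were DMSO with CCL20 for no effect and DMSO without agonist for full effect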
Target sequence (P51684 whole entry, looked up): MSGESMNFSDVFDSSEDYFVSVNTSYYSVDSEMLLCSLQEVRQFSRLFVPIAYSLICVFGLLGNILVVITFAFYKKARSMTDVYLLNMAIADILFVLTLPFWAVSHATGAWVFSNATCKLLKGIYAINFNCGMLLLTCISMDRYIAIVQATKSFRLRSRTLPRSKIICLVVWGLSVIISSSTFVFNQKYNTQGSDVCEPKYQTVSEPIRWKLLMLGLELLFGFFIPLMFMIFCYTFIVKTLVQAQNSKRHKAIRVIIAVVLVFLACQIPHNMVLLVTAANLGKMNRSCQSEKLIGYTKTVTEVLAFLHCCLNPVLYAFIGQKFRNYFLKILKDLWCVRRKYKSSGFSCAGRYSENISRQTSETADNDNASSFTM
Jurkat NFkB inh = inhibitors of the PMA/ionomycin-induced NF-kB reporter in Jurkat cells | AID 435003 | hit rate 0.53% among 330,000 | PMA/ionomycin-induced NF-kB luciferase reporter, luminescence | inhibition, % at 4 µM; in the data active means inhibition above about 50%
Gli-Sufu block = Gli-Sufu pathway antagonism. Sufu-KO-LIGHT fibroblasts, Gli luciferase reporter luminescence. inhibition, % at 5 µM. hit rate 0.74% among 340,000;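 active means inhibition above about 55%, limit read from the data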;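 further: 0% = DMSO-treated cells and 100% = wells with medium but no cells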
XBP1 UPR activ = activators of adaptive arm of unfolded protein response (XBP1) | activation, % at 20 µM | hit rate 0.33% among 330,000 | AID 463104 | CHO-XBP1 luciferase reporter, IRE1-XBP1 UPR activation, luminescence; percent of tunicamycin response, DMSO as zero;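 active means versus positive control, 20 µM dose yields 30% or more activation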;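 further: 100% = tunicamycin at 10 µg/mL and 0% = DMSO only wells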
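Assay system: CHO-XBP1 luciferase reporter cells; Schedule: 6 h treatment, 37 °C; Detection: glow luminescence from Steady-Glo reagent; Benchmarks: high control tunicamycin 10 µg/mL final, low control DMSO vehicle only.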
EBI2 block = EBI2 (human) antagonism. hit rate 0.81% among 360,000. EBI2 beta-arrestin recruitment, luminescence, 7a,25-OHC stimulated. inhibition, % at 5 µM. P32249. AID 651636; in the data active means inhibition above about 38%;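 further: enzyme fragment complementation signal reports receptor beta-arrestin coupling in cells; 0% = agonist plus DMSO wells and 100% = wells without agonist; some results beyond the cut were filed as inactive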
Target sequence (P32249 whole entry, looked up, the tested form may be a part): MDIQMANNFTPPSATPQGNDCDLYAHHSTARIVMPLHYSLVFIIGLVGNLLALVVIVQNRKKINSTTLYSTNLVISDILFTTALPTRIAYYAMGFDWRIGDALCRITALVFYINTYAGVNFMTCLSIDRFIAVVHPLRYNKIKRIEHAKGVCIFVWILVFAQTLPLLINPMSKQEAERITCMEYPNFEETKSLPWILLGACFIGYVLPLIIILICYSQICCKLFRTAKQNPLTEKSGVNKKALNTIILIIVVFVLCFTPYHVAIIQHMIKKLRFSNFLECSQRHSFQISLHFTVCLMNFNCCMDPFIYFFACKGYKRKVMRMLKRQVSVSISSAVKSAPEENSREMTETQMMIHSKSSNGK
* marks the source's active call; other numbers are inactive results; i = inactive; . = not tested or not shown. The list is partial. The share of hits here may be higher or lower than overall.

#	canonical_smiles	697 NFkB inh	CXCR6 inh	UPR CHOP act	Mdm2 MdmX PPI	CCR6 antag
1	Cc1ccccc1CC(=O)N(CCN(C)C)CC1CCCN(Cc2ccccc2F)C1 (stereo not drawn)	-1	-2	1.0	15	4
2	CCN1C(=O)/C(=C/c2ccc(N(CC)CC)cc2OC)C(=O)NC1=S	-12	32	3.0	8	15
3	CCCC1=C(C(=O)OCC)C2(C(=O)Nc3ccc(C)cc32)C(C#N)=C(N)O1 (stereo not drawn)	-15	-5	-2.7	7	-3
4	CC1C(c2cccs2)=[N+]([O-])C(C)(C(=O)c2cccs2)N1O (stereo not drawn)	18	-3	-0.9	22	12
5	CCOC(=O)c1c(N)n(CCN2CCOCC2)c2nc3ccccc3nc12	6	8	0.1	-9	4
6	O=C(COc1ccc2ccccc2c1)N1CCN(CC2CC3C=CC2C3)CC1 (stereo not drawn)	-13	-7	0.7	0	3
7	CCCCn1c(=O)c(C=Nc2cc([N+](=O)[O-])ccc2OC)c(O)n(CCCCl)c1=O	-7	10	1.0	11	16
8	COC(/C(C)=C/C=C/C(C)=C/c1coc(C)n1)C(C)C1CC(O)C2(C)OC2C=CC(C)C2CC(CC(=O)O2)CC2OC2C(=O)O1 (stereo not drawn)	.	-9	.	.	8

#	Jurkat NFkB inh	Gli-Sufu block	XBP1 UPR activ	EBI2 block
1	0	6	-3	7
2	9	9	2	19
3	-13	0	-1	-3
4	15	-2	-2	-13
5	2	3	4	9
6	-7	-4	1	85*
7	-5	-6	4	8
8	.	45	.	-3

(further entries)
#	canonical_smiles	697 NFkB inh	CXCR6 inh	UPR CHOP act	Mdm2 MdmX PPI	CCR6 antag
9	C[C@@H]1O[C@@H](O[C@H]2C[C@@H](O)[C@]3(CO)[C@@H]4C(CC[C@]3(O)C2)[C@@]2(O)CC[C@H](C3COC(=O)C3)[C@@]2(C)C[C@H]4O)[C@H](O)[C@H](O)[C@H]1O (stereo partly drawn)	i	8	1.4	68*	8
10	Nc1ccccc1C(=O)OCC(=O)Nc1ccc(Br)cc1F	22	-4	1.4	13	-21
11	O=C(CCc1ccccc1)N1C[C@H]2C[C@@H](C1)c1cccc(=O)n1C2	13	-4	-1.1	1	3
12	CCN(CC)P(=S)(c1c(C)nc2ccccn12)c1c(C)nc2ccccn12	2	-4	0.4	12	3
13	C/C(=N\N1CCCCC1)c1c(O)[nH]c(=O)[nH]c1=O	-5	-7	-0.9	21	-2
14	COc1cc(OC)c(OC)cc1CNC(C)C(O)c1ccccc1 (stereo not drawn)	-19	-5	-0.4	-1	18
15	CC(=O)NC1C(OC(=O)Cc2ccccc2)OC(COC(C)=O)C(OC(C)=O)C1OC(C)=O (stereo not drawn)	7	-11	0.4	8	-4
16	N#CC1c2ccccc2-n2nncc2CN1C(=O)CCc1ccccc1 (stereo not drawn)	.	-2	.	.	5

#	Jurkat NFkB inh	Gli-Sufu block	XBP1 UPR activ	EBI2 block
9	95*	-3	-4	-7
10	-5	-3	0	-4
11	21	6	-1	1
12	-2	21	-6	8
13	-2	-8	2	-9
14	-12	5	-1	-16
15	-2	-4	-1	-3
16	.	-32	.	-8

Values by screen from above:
XBP1 UPR activ, entries 6 to 9, in order: 1, 4, ., -4

(next part)
#	canonical_smiles	697 NFkB inh	CXCR6 inh	UPR CHOP act	Mdm2 MdmX PPI	CCR6 antag
17	COC(=O)C1=C(c2cc3ccccc3s2)C[C@@H]2CC[C@H]1N2C(=O)NCc1cccc2ccccc12	-19	16	1.6	1	13
18	O=Cc1cn(Cc2ccc(F)cc2)c2ccccc12	8	9	-2.3	16	18
19	COc1ccc(C(CNC(=O)Cc2ccc(Cl)c(Cl)c2)N(C)C)cc1 (stereo not drawn)	-5	4	-0.6	11	9
20	CC(=O)O[C@H]1C[C@@H]2CC[C@@H]3[C@H](CC[C@]4(C)C(=O)CC[C@@H]34)[C@@]2(C)C[C@@H]1OC(C)=O	-31	-4	-1.1	-12	4
21	O=S(=O)(c1ccc(F)cc1)N1CCCC1c1cccnc1 (stereo not drawn)	10	3	0.4	3	-7
22	Cc1cc(OC(=O)CCNC(=O)OC(C)(C)C)c2c3c(c(=O)oc2c1)CCC3	8	-3	-0.2	10	7
23	Cc1c(C(=O)Nc2ccccc2)cc(-c2ccccc2)n1CCCN1CCOCC1	-38	3	1.6	-6	-5
24	CN(C)c1ccc(C=C2C(=O)NC(=O)NC2=O)cc1	.	-1	.	.	1

#	Jurkat NFkB inh	Gli-Sufu block	XBP1 UPR activ	EBI2 block
17	1	3	-2	13
18	17	-3	7	5
19	5	24	2	4
20	12	4	2	-1
21	-7	5	2	-5
22	0	9	1	-6
23	17	-11	-3	15
24	.	7	.	-5

(listing goes on)
#	canonical_smiles	697 NFkB inh	CXCR6 inh	UPR CHOP act	Mdm2 MdmX PPI	CCR6 antag
25	CCOC(=O)c1cccc(NC(=O)c2c(O)[nH]c(=O)[nH]c2=O)c1	13	2	-0.3	2	7
26	Cc1sc2ncn(CC(=O)NCCCC(=O)N3CCC4(CC3)OCCO4)c(=O)c2c1C	8	2	-0.7	8	-2
27	COC(=O)C1=C(c2ccc(F)cc2OCc2ccccc2)C[C@@H]2CC[C@H]1N2C(=O)NCc1ccc2c(c1)OCO2	-12	18	3.2	31	16
28	CNC(C)Cc1ccccc1 (stereo not drawn)	14	0	1.6	7	-3
29	O=c1cccc2n1CC1CC2CN(S(=O)(=O)c2ccc(F)cc2)C1 (stereo not drawn)	2	-5	-0.9	12	-10
30	Cc1ccc(S(=O)(=O)N(C)N=O)cc1	31	-2	-0.5	-9	12
31	COC(=O)c1cn(C(=O)c2cccc3ccccc23)c2ccccc12	-49	7	-0.9	64*	5
32	O=C(NN=Cc1ccc(N(CCCl)CCCl)cc1)c1cccc([N+](=O)[O-])c1	.	-6	.	.	7

#	Jurkat NFkB inh	Gli-Sufu block	XBP1 UPR activ	EBI2 block
25	-4	-8	-2	2
26	1	-23	1	-4
27	-17	14	-1	15
28	4	-3	0	0
29	4	1	-2	7
30	14	-5	-6	-1
31	7	1	1	25
32	.	3	.	9

Next part
#	canonical_smiles	697 NFkB inh	CXCR6 inh	UPR CHOP act	Mdm2 MdmX PPI	CCR6 antag
33	CN(C)C(=O)Oc1ccc(OC(=O)c2ccccc2)cc1	-16	-5	4.3	-33	3
34	O=C(COc1ccc(Cl)cc1)NC1CN2CCC1CC2 (stereo not drawn)	17	-4	-3.4	-1	11
35	CCn1ccnc1CN1CCCC(C(=O)c2cc(Cl)ccc2OC)C1 (stereo not drawn)	10	-5	-3.2	39	13
36	CCOC(=O)c1ccc(N2C(=O)CC(N3CC=C(c4ccc(F)cc4)CC3)C2=O)cc1 (stereo not drawn)	20	-5	-0.5	24	11
37	CN(C)CC1CSCCC1(O)c1cccc(Cl)c1 (stereo not drawn)	-17	-11	-2.1	-45	-5
38	CCC(N)Cc1c[nH]c2ccccc12 (stereo not drawn)	-4	4	-0.9	-16	-6
39	COc1nc2ccccc2c(=O)n1-c1ccc(Cl)cc1	6	-3	1.5	-3	26
40	N/C(=N\N=C/c1ccc(-c2ccc(O)c(C(=O)O)c2)o1)N[N+](=O)[O-]	9	8	-1.0	13	22

#	Jurkat NFkB inh	Gli-Sufu block	XBP1 UPR activ	EBI2 block
33	-10	3	11	-8
34	-7	-1	2	-4
35	8	37	-2	-12
36	8	-3	0	9
37	-15	1	0	2
38	-26	25	2	-2
39	-19	-1	-1	-10
40	2	-4	-1	7

Next structures follow:
#	canonical_smiles	697 NFkB inh	CXCR6 inh	UPR CHOP act	Mdm2 MdmX PPI	CCR6 antag
41	CCc1nnc(NC(=O)CCc2nc(C3=CCN(C)CC3)no2)s1	-3	5	-1.2	15	-7
42	CCOP(=S)(OCC)Oc1cc(C)nc(C(C)C)n1	.	-5	.	.	-2
43	CN(C)C(=O)Oc1ccc(Br)cc1C(=O)Nc1ccc(F)c(Cl)c1	26	-6	-0.6	13	16
44	O=C(c1cccc2ccccc12)C1CCCN(Cc2ccon2)C1 (stereo not drawn)	5	5	0.2	5	10
45	CC(C)C(=O)Nc1nnc(CCN(CCc2nnc(NC(=O)C(C)C)s2)[N+](=O)[O-])s1	4	1	-1.1	11	-6
46	CN1CCN(c2ccc([N+](=O)[O-])c(N)c2)CC1	-13	0	1.9	-21	8
47	CN1C(=O)C(C2c3ccccc3C(=O)N2Cc2ccc([N+](=O)[O-])cc2)C(=O)N(C)C1=O (stereo not drawn)	-5	4	2.3	2	2
48	CC(=O)Nc1ccc(CC(=O)N2CCN(Cc3ccccc3)CC2)cc1	-17	-12	-1.6	-4	-21

#	Jurkat NFkB inh	Gli-Sufu block	XBP1 UPR activ	EBI2 block
41	-13	-5	0	-6
42	.	-10	.	3
43	2	8	-2	12
44	-17	10	-2	-1
45	-5	0	-1	2
46	1	2	2	-1
47	11	-5	-4	-7
48	-11	-7	2	-1

Next section.
#	canonical_smiles	697 NFkB inh	CXCR6 inh	UPR CHOP act	Mdm2 MdmX PPI	CCR6 antag
49	O=C1NC(=O)C(=Cc2ccc(-c3ccc(Cl)cc3)o2)C(=O)N1	-34	50*	71*	53*	71*
50	COc1ccc(C(=O)C(C)(C)NO)cc1	8	2	0.7	20	-15
51	NP(=O)(OCCCc1ccccc1)Oc1ccc(Cl)cc1 (stereo not drawn)	5	2	-0.4	13	2
52	CCC1(CC)C(=O)N(C)C(=O)NC1=NC	-9	-7	1.5	18	-2

#	Jurkat NFkB inh	Gli-Sufu block	XBP1 UPR activ	EBI2 block
49	5	-8	0	21
50	7	-3	-2	5
51	18	-4	2	-6
52	-14	2	0	-3

12 compounds from above, ordered by count of non-hydrogen atoms, highest first.
#	canonical_smiles	697 NFkB inh	CXCR6 inh	UPR CHOP act	Mdm2 MdmX PPI	CCR6 antag
47	CN1C(=O)C(C2c3ccccc3C(=O)N2Cc2ccc([N+](=O)[O-])cc2)C(=O)N(C)C1=O (stereo not drawn)	-5	4	2.3	2	2
45	CC(C)C(=O)Nc1nnc(CCN(CCc2nnc(NC(=O)C(C)C)s2)[N+](=O)[O-])s1	4	1	-1.1	11	-6
48	CC(=O)Nc1ccc(CC(=O)N2CCN(Cc3ccccc3)CC2)cc1	-17	-12	-1.6	-4	-21
43	CN(C)C(=O)Oc1ccc(Br)cc1C(=O)Nc1ccc(F)c(Cl)c1	26	-6	-0.6	13	16
49	O=C1NC(=O)C(=Cc2ccc(-c3ccc(Cl)cc3)o2)C(=O)N1	-34	50*	71*	53*	71*
51	NP(=O)(OCCCc1ccccc1)Oc1ccc(Cl)cc1 (stereo not drawn)	5	2	-0.4	13	2
39	COc1nc2ccccc2c(=O)n1-c1ccc(Cl)cc1	6	-3	1.5	-3	26
42	CCOP(=S)(OCC)Oc1cc(C)nc(C(C)C)n1	.	-5	.	.	-2
37	CN(C)CC1CSCCC1(O)c1cccc(Cl)c1 (stereo not drawn)	-17	-11	-2.1	-45	-5
46	CN1CCN(c2ccc([N+](=O)[O-])c(N)c2)CC1	-13	0	1.9	-21	8

#	Jurkat NFkB inh	Gli-Sufu block	XBP1 UPR activ	EBI2 block
47	11	-5	-4	-7
45	-5	0	-1	2
48	-11	-7	2	-1
43	2	8	-2	12
49	5	-8	0	21
51	18	-4	2	-6
39	-19	-1	-1	-10
42	.	-10	.	3
37	-15	1	0	2
46	1	2	2	-1

#	canonical_smiles	697 NFkB inh	CXCR6 inh	UPR CHOP act	Mdm2 MdmX PPI	CCR6 antag
52	CCC1(CC)C(=O)N(C)C(=O)NC1=NC	-9	-7	1.5	18	-2
38	CCC(N)Cc1c[nH]c2ccccc12 (stereo not drawn)	-4	4	-0.9	-16	-6

#	Jurkat NFkB inh	Gli-Sufu block	XBP1 UPR activ	EBI2 block
52	-14	2	0	-3
38	-26	25	2	-2
